PfG6PD inh: PfG6PD enzyme inhibitors, primary screen, biochemical, fluorescence intensity, uHTS. inhibition, % at 20 µM. glucose-6-phosphate dehydrogenase-6-phosphogluconolactonase (Plasmodium falciparum 3D7). 350,000 tested, 0.78% active. PfGluPho enzyme, NADPH resazurin-diaphorase fluorescence;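 active = inhibition reaching at least a set limit at 20 µM in the primary screen, cut at about 59% in these data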;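 note: 0% = DMSO wells with substrate and 100% = DMSO wells lacking glucose-6-phosphate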
hIAP activ: human IAP activators, primary screen, biochemical, luminescence, uHTS | Intestinal-type alkaline phosphatase (Homo sapiens), P09923 | purified human IAP, CDP-Star luminescence, 30 min; hits give high values; 1 = vehicle-only enzyme, 0 = enzyme-free background | activation factor at 10 µM | 330,000 tested, 0.16% active | AID 2524, 2010;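 active = activation factor of the enzyme at least 2-fold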; note: the source names both 10 and 20 µM as test concentration; values of inactives mirror those of a sister screen read the other way
Target sequence (P09923 whole entry, looked up): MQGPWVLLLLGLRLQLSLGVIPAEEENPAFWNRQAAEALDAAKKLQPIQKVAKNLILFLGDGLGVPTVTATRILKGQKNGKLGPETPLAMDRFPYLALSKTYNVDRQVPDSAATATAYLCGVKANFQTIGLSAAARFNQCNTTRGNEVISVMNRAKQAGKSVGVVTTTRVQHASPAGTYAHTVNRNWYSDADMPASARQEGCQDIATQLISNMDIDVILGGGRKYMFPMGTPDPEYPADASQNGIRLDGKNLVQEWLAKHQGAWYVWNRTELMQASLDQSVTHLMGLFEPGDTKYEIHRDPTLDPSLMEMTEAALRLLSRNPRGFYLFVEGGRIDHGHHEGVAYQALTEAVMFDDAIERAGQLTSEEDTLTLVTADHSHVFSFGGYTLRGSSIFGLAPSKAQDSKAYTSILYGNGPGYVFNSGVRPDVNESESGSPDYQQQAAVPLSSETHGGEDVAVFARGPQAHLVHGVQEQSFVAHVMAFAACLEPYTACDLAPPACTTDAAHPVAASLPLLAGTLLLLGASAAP
SENP8 block: human SENP8 protease inhibitors, primary screen, biochemical, fluorescence, Nedd8 protein substrate, uHTS | recombinant SENP8 | inhibition, % at 20 µM | 360,000 tested, 0.64% active | AID 602440, 2012; in the data active = inhibition mostly above about 40%, no sharp cut-off; inactive = mostly below about 27%
Target sequence (Q96LD8 whole entry, looked up): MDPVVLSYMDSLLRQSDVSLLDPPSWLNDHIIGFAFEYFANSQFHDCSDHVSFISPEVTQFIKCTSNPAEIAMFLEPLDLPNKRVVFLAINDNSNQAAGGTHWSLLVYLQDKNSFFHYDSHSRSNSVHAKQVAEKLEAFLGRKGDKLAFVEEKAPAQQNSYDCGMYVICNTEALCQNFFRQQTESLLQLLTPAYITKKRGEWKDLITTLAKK
SENP1 inh: human SENP1 catalytic domain inhibitors, primary screen, biochemical, FRET, uHTS. recombinant SENP1 catalytic domain, CyPet-SUMO1-YPet FRET cleavage. inhibition, % at 10 µM. 360,000 tested, 0.21% active. AID 624204, 2012;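 active = inhibition at least 30% at 10 µM, raw YFP signal under a set limit, fluorescence ratio 0.5 to 1.5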;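 note: 0% = enzyme with DMSO and 100% = no enzyme wells; some results filed as inactive read as strong as hits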
Target sequence (Q9P0U3 419-644 limits assumed): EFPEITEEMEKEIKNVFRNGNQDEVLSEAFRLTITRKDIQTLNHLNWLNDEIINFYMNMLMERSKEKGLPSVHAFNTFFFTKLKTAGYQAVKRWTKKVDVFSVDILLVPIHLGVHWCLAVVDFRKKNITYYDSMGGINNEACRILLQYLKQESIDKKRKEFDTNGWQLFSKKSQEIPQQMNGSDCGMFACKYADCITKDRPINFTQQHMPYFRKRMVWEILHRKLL
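Assay system: hSENP1 catalytic domain, recombinant. Amount: SENP1 enzyme, 20 pM final. Schedule: 50 min reaction, RT, dark. Technique: FRET, CFP and YFP emission. Control set: no-enzyme wells low, DMSO-plus-enzyme wells high control.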
MPTP inh: mitochondrial permeability transition pore inhibitors, primary screen, biochemical, isolated mouse mitochondria, absorbance | inhibition, % at 10 µM | Ca2+ swelling absorbance, 30 min | 360,000 tested, 1.4% active;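 active = inhibition of 50% or more, scaled per plate between neutral and stimulator controls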;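 note: 0% = DMSO wells given calcium and 100% = 1 mM EGTA wells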
ATG4B inh: ATG4B protease inhibitors, primary screen, biochemical, fluorescence, uHTS. Cysteine protease ATG4B (Homo sapiens), Q9Y4P1. AID 504462, 2011. 340,000 tested, 0.51% active. ATG4B cleavage of LC3-PLA2, NBD-HPC fluorescence, 1 h. inhibition, % at 8.33 µM; in the data active = inhibition above about 40%
NR3A LBD binder: binders of NR3A ligand-binding domain, primary screen, biophysical, differential scanning fluorimetry, uHTS. NR3A LBD differential scanning fluorimetry, Tm shift; 0% = protein alone, 100% = glycine-bound protein. Tm shift relative to glycine control, % at 25 µM. 340,000 tested, 2.5% active;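 active = melting temperature shift of at least 10% of the positive control shift, at one fixed dose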
SENP6 inh: SENP6 protease inhibitors, primary screen, biochemical, luminescence, uHTS | Sentrin-specific protease 6 (Homo sapiens), Q9GZR1 | 330,000 tested, 1.8% active | inhibition, % at 10 µM | AID 2599, 2010 | Recombinant SENP6 catalytic domain, aminoluciferin luminescence;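 active = inhibition above about 50% at the single tested dose, limit read from the data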;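 note: plate controls were DMSO wells with enzyme for no effect and DMSO wells lacking enzyme for full effect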
Active calls of the source: *; i = inactive; . = not tested or not shown.

The first 2 records (preview)
SMILES	PfG6PD inh	hIAP activ	SENP8 block	SENP1 inh	MPTP inh	ATG4B inh	NR3A LBD binder	SENP6 inh
CSc1ccccc1NC(=O)Cn1nc([N+](=O)[O-])c(Cl)c1C	4	1	10	0	0.0	-3	0	7
CCOc1ccc(C2C(C(=O)NC)=C(C)Nc3nc4ccccc4n32)cc1OC (stereo not given)	28	1.1	-31	-9	-0.5	-10	1	-1

This part in full (from the top)
SMILES	PfG6PD inh	hIAP activ	SENP8 block	SENP1 inh	MPTP inh	ATG4B inh	NR3A LBD binder	SENP6 inh
CSc1ccccc1NC(=O)Cn1nc([N+](=O)[O-])c(Cl)c1C	4	1	10	0	0.0	-3	0	7
CCOc1ccc(C2C(C(=O)NC)=C(C)Nc3nc4ccccc4n32)cc1OC (stereo not given)	28	1.1	-31	-9	-0.5	-10	1	-1
O=C(c1ccccc1)C1CCN(C(=O)C2CCC(=O)N(Cc3cccc(F)c3)C2)CC1 (stereo not given)	1	1.1	6	1	-1.1	-5	-3	4
CN(C)c1ccc(C(CNC(=O)c2cccs2)N(C)C)cc1 (stereo not given)	2	1.1	8	2	4.2	3	-9	1
CC1=NN(c2ccc(C(=O)O)c(N)c2)C(=O)C1	-2	0.95	-44	5	-1.0	2	2	35
NC(Cc1c[nH]c2ccccc12)C(=O)Nc1ccccc1 (stereo not given)	2	1	34	0	-0.8	-10	-4	-6
CCN1C(=O)/C(=C\c2cccs2)C(C(=O)OC)=C1C	-7	0.87	26	4	-0.8	3	-1	-3
COC(=O)c1c(NC(=O)C2CC(C)=C(C)CC2C(=O)O)sc2c1CCCCC2 (stereo not given)	-24	1.3	-120	-2	0.6	71*	-1	15
Cc1ccc(Cn2c(CCNc3nc(-c4ccc(Cl)c([N+](=O)[O-])c4)cs3)nc3cc(Cl)c(Cl)cc32)cc1	-3	1	14	3	1.5	6	-5	-17
CC1CCN(S(=O)(=O)c2cnc(Cl)c(Br)c2)CC1	-7	0.93	15	-2	1.0	-6	4	-14
CCCCCCCCCCCCCCCC[n+]1ccc(/C=N/O)cc1	15	0.99	23	0	15	37	25*	-23
Cc1ccc2oc(=O)c3cnn(CC(=O)N(CCCN4CCOCC4)Cc4ccco4)c3c2c1	-15	1.2	12	2	-0.8	-1	-1	-25
COc1ccc(CNC(=O)CCNS(=O)(=O)c2ccc(Br)s2)cc1	3	0.92	10	1	0.1	-8	0	-14
CC1CCN(C(=O)c2cc3ccccc3o2)CC1	-15	1.1	6	0	-0.1	-5	1	40
COc1ccc(NC(=O)c2noc(C(C)C)c2[N+](=O)[O-])cc1	-1	1	16	2	-0.7	0	-27	28
O=C(COc1ccc2c3c(c(=O)oc2c1)CCC3)Nc1ccccn1	-4	1.1	-242	5	-0.4	-12	3	1
CCOc1ccccc1-n1c(SCC(=O)N(CC)CC)nnc1-c1ccccn1	8	1	22	-1	-1.0	-5	1	-14
O=C(NCCc1ccc(OC(F)F)cc1)C1CC(=O)N(c2ccc3c(c2)OCCO3)C1 (stereo not given)	-16	1.1	1	0	-0.6	-1	0	8
COC(=O)c1ccccc1NC(=O)Nc1cc(C)cc(C)n1	10	0.86	-22	1	-0.7	5	0	-4
CC(=O)/C(=C/N(C)C)Sc1ccc(C)cc1	-14	0.99	18	0	12	5	0	2
COc1cc(OC)c(OC)cc1CNc1cc(C)ccc1OC	54	0.8	-23	-1	1.5	6	-1	19
O=C(NCCO)C(=O)Nc1cc2c3c(c1)CC(=O)N3CCC2	15	1	14	0	-1.2	-2	1	8
Cc1nc(-c2ccc(F)cc2)c(CC(=O)N(C)CC(=O)Nc2ccc(F)cc2)s1	-5	0.85	18	-1	-2.6	-6	0	5
N#Cc1cccc(NC(=O)CCNS(=O)(=O)c2ccc3[nH]c(=O)oc3c2)c1	1	0.83	25	2	-0.7	-10	3	-12
O=C1Nc2ccc(S(=O)(=O)N3CCCC3)c3cccc1c23	17	0.97	-283	-56	0.6	-20	-1	3

The list goes on.
SMILES	PfG6PD inh	hIAP activ	SENP8 block	SENP1 inh	MPTP inh	ATG4B inh	NR3A LBD binder	SENP6 inh
Cc1ccc(N=c2c([N+](=O)[O-])nn(-c3ccc4c(c3)OCCO4)n2O)cc1F	24	0.9	16	3	1.9	-3	-23	3
CC(OC(=O)CCCc1nc2ccccc2s1)C(N)=O (stereo not given)	0	1.2	18	1	-2.4	0	1	-8
Cc1ccc(-c2nnc3c(C(F)(F)F)nc4ccccc4n23)cc1	-15	0.97	i	1	0.7	0	0	-17
FC(F)(F)c1cc(C(F)(F)F)c2ccc(N3CCN(c4ncccn4)CC3)nc2n1	-5	0.94	-144	-25	-0.9	8	1	-4
O=C(CSC1=Nc2ccccc2C2=NC(c3ccccc3)C(=O)N12)NCC1CCCO1 (stereo not given)	0	0.91	i	-11	-0.7	-8	1	-8
Cc1ccccc1N1CCN(C2CCCN(C(=O)c3cc(CC(C)C)nn3C)C2)CC1 (stereo not given)	6	1.1	6	-1	-2.0	1	-3	4
CC1CCCCC12NC(=O)N(CC(=O)N1CCN(Cc3ccc(C#N)cc3)CC1)C2=O (stereo not given)	-10	0.9	3	1	0.7	7	0	-10
COc1cc(O)ccc1/C=N/NC(=O)c1ccc([N+](=O)[O-])cc1	-3	1	33	7	0.5	-3	2	1
CCC(C)[C@H](N)C(=O)NC[C@H]1CC[C@H](C(=O)N[C@@H](Cc2ccccc2)C(=O)O)CC1 (stereo not given in full)	-22	1.1	21	3	-0.7	6	-2	11
CC(C)C[C@@H](CNCC(=O)[C@H](C)NC(=O)c1[nH]cnc1C(=O)N[C@@H](C)CN)NC(=O)c1nc[nH]c1C(=O)N[C@@H](CC(=O)O)C(=O)O	-2	.	6	0	0.5	4	2	.
O=C(c1ccc(-c2cccc([N+](=O)[O-])c2)o1)N1CCN(c2ccc([N+](=O)[O-])cc2)CC1	15	1	30	-8	1.2	-8	0	-6
CSc1cccc(-n2cc(-c3ccc4c(c3)OCO4)[nH]c2=O)c1	-15	.	-23	-8	2.5	-8	0	.
Cc1ccc(OCCN(C)C(=O)C2CCC(=O)N(CCCN3CCCC3=O)C2)cc1 (stereo not given)	-9	0.92	14	1	-1.9	3	0	7
CS(=O)(=O)N1CCC(C(=O)Nc2cccc(Cl)c2Cl)CC1	-10	1	10	0	-0.3	6	1	-9
COc1ccc(N2C(=O)CSC2c2ccccc2)cc1 (stereo not given)	2	0.98	16	1	0.1	-1	7	-2
COC(=O)[C@H]1C[C@@]2(O)CN(S(=O)(=O)c3ccc(C)cc3)C[C@@]2(OC(=O)NC2CCCC2)C[C@H]1C(=O)OC	10	.	6	0	0.8	.	.	.
O=S(=O)(NN1CCOCC1)c1ccc(Cl)s1	0	1.2	9	1	0.2	4	1	-2
C=CC[C@@H](CC(=O)N[C@H](CO)Cc1ccccc1)C(=O)N[C@H](COC(=O)[C@@H](CC=C)Cc1ccc(F)cc1)C(C)(C)C	14	1.1	15	2	0.5	-11	-10	-15
O=S(=O)(Nc1nc2ccccc2[nH]1)c1ccc(Cl)cc1	32	0.94	3	0	2.1	0	-4	5
COc1ccc(C)cc1NC(=O)c1sc2nc(C)nc(N3CCOCC3)c2c1C	2	1	-8	-2	0.1	-5	4	-26
c1nc(NCc2ccc3c(c2)OCO3)c2cc(-c3ccoc3)ccc2n1	12	1.2	-167	1	-1.6	-19	-28	-2
CC(OC(=O)c1ccco1)C(=O)NC1CCCCC1 (stereo not given)	-6	0.93	-5	2	0.9	1	-3	9
COc1ccc(-n2c(C(C)n3nc(C)c([N+](=O)[O-])c3C)n[nH]c2=S)cc1 (stereo not given)	28	1.1	4	1	-1.5	18	-1	-6
COc1ccc(CCNC(=O)CSc2n[nH]c(C)c2[N+](=O)[O-])cc1OC	9	0.91	14	3	-0.1	6	-2	7
CNC(=O)c1sccc1S(=O)(=O)Cc1c(Cl)cccc1Cl	-4	0.99	26	2	0.0	-4	1	9

More compounds.
SMILES	PfG6PD inh	hIAP activ	SENP8 block	SENP1 inh	MPTP inh	ATG4B inh	NR3A LBD binder	SENP6 inh
CCn1nnnc1NCc1cccc(Cl)c1	-8	1.2	22	-1	1.6	9	1	-8
COCc1cc(C)nc(SCC(=O)Nc2cc(C(F)(F)F)ccc2N2CCOCC2)c1C#N	12	0.85	-367	-38	0.0	-7	-2	15
COc1ccc(NC(=O)c2cc(Cl)ccc2NC(=O)c2ccco2)c(OC)c1	-2	1.2	18	1	-0.1	-5	-3	2
Cc1ccc2nc(-c3ccc(NC(=S)NCC(C)(C)CN(C)C)cc3)sc2c1	20	.	-483	-64	0.3	-10	-1	.
O=C(C1=C[C@@H](c2ccc(Br)cc2)C[C@@H](OCc2ccc(CO)cc2)O1)N1CCN(Cc2ccc3c(c2)OCO3)CC1	13	0.89	15	0	-1.7	-5	-3	0
COc1ccccc1CNC(=O)CCNC(=O)c1ccco1	-7	0.99	-4	2	-0.7	4	0	-1
Cc1ccc(C(=O)Nc2ccc3c(c2)CCC3)o1	44	0.83	9	0	-0.2	2	5	82*
COc1ccc(CNC(=O)CCS(=O)(=O)c2cc3c(cc2Cl)NC(=O)CO3)cc1	-15	1.1	12	2	-0.4	-2	-2	-18
CCOC(=O)C1(Cc2ccc(OC)cc2)CCN(C(=O)CC2CCC(=O)N2)CC1 (stereo not given)	-8	1.1	4	0	0.1	0	2	-20
COc1ccc(Cc2noc(CN3CCCC(C(=O)c4cccs4)C3)n2)cc1OC (stereo not given)	-6	1.2	8	0	3.1	-12	-1	4
CSc1nc(C)c2c(n1)N(c1ccc(C(C)C)cc1)CC2	9	1	-283	-1	-4.1	6	-9	13
O=C(CN1C(=O)C2CC=CCC2C1=O)Nc1ccc(OC(F)(F)F)cc1 (stereo not given)	6	0.95	6	0	0.6	-2	9	3
c1ccc(-c2nnc(NC3=NCCC3)o2)cc1	-2	1.1	24	2	0.1	-2	-2	7
O=C(OCc1nc2ccccc2s1)c1cnccn1	7	1	-5	-6	-1.6	-11	1	-20
Cc1cc(NC(=O)CN(C)CC(=O)Nc2ccc(Cl)c(C(F)(F)F)c2)no1	16	1.5	9	-1	0.5	4	-3	8
COc1ccccc1NC(=O)OCC#CCOC(=O)Nc1ccccc1OC	4	0.89	21	1	1.7	6	-10	2
O=C(c1cc(-c2ccccc2Cl)nc2ccccc12)N1CCOCC1	0	0.9	2	-1	-1.8	3	-1	-3
CC(C)c1ccc(C(=O)OC2CCOC2=O)cc1 (stereo not given)	7	0.98	12	1	1.6	-10	0	-5
Cc1cccc(NC(=O)[C@@H]2CCCN2C(=O)OC(C)(C)C)c1	-2	1.1	2	1	-0.7	-1	0	-19
Cc1cc(=O)oc2ccc(OC(C)C(=O)O)cc12 (stereo not given)	1	1.1	-324	-3	0.1	5	1	-4
Cc1cc(Br)ccc1SCC(=O)OCC(=O)Nc1ccc2[nH]c(=O)[nH]c2c1	6	1	-8	3	-0.9	-13	-3	-7
COCCCN=C(c1ccco1)n1c(=S)nc(-c2ccco2)n(CCCOC)c1=S	56	1.2	14	-5	0.5	-10	3	-1

Compound profiles (already shown). Screens in order: PfG6PD inh	hIAP activ	SENP8 block	SENP1 inh	MPTP inh	ATG4B inh	NR3A LBD binder	SENP6 inh
COc1cc(O)ccc1/C=N/NC(=O)c1ccc([N+](=O)[O-])cc1 in the list: -3	1	33	7	0.5	-3	2	1
Cc1ccc(OCCN(C)C(=O)C2CCC(=O)N(CCCN3CCCC3=O)C2)cc1 (stereo not given) in the list: -9	0.92	14	1	-1.9	3	0	7

Limited to MPTP inh and NR3A LBD binder, for some of the entries so far:
| SMILES | MPTP inh | NR3A LBD binder |
| --- | --- | --- |
| COc1ccccc1CNC(=O)CCNC(=O)c1ccco1 | -0.7 | 0 |
| Cc1ccc(C(=O)Nc2ccc3c(c2)CCC3)o1 | -0.2 | 5 |

Compound activity from PubChem BioAssay.
